Bioassay records deposited in PubChem by Broad Institute.
ERAP1 inh: inhibitors of human ERAP1 aminopeptidase; Q9NZ08; recombinant ERAP1, Leu-AMC fluorescence, 60 min; inhibition, % at 10.7 µM; 340,000 tested, 0.15% active;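 active = mean replicate inhibition of at least 30%, or all replicates individually reaching that 30% level; inactive = mean below 30% and not every replicate reaching it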;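 note: 0% = neutral control wells and 100% = L-leucinethiol positive control wells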
esBAF inh: blocks esBAF chromatin remodeling in mouse ES cells. AID 602393. reporter increase, % at 12.5 µM. 350,000 tested, 2% active. Bmi1-luciferase knock-in reporter, 24 h; 100% = twice the neutral-well signal; in the data active = activation above about 40%; inconclusive = no clear call, values can overlap the other calls;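 note: 0% = median of the plate's neutral control wells and 100% = double that signal; a rise in the Bmi1 reporter signal indicates esBAF inhibition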
RAD54 inh: blocks human RAD54 Holliday junction branch migration; Q92698; FAM/BHQ fluorescence; inhibition, % at 10.4 µM; 360,000 tested, 0.14% active; AID 602329;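 active = mean normalized replicate activity at least 40 and at least half of replicates scoring 40 or more; inconclusive = only one of the two criteria met; inactive = mean below 40 and under half of replicates reaching 40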;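 note: 0% = median of neutral control wells and 100% = median of positive control wells; inhibitors cause a drop in the FAM fluorescence signal; in these data hits start at about 50%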
Xi reactivation: activators of X-chromosome reactivation in mouse fibroblasts; AID 743238; XiGFP mouse fibroblasts, % GFP-positive cells imaging, 3 d; cells co-treated with 5-aza-dC sensitizer; scaled so ellipticine positive control = 100%; activation, % at 7.58 µM; 360,000 tested, 0.055% active;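 active = mean normalized replicate activation at least 10% and every replicate at or above 10%; inconclusive = only one of the two criteria met; inactive = mean below 10% and not all replicates reach 10%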;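 note: 0% = median of on-plate neutral control wells and 100% = ellipticine 6 µM median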
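System: 68-5-11 XiGFP fibroblast line | Buffer or medium: DMEM containing 5-aza-dC | Compound: Single point | Times: Compounds 3 days, fix/stain 15 min at room temperature | Benchmarks: Positive control ellipticine, 6 µM final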
RAD52 anneal inh: RAD52 (human) annealing inhibition; P43351; recombinant RAD52 DNA annealing, FRET fluorescence; inhibition, % at 18.7 µM; 360,000 tested, 0.46% active;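 active = every replicate showing at least 50% inhibition; inconclusive = mean inhibition at least 50% but not in every replicate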
E-selectin induc: induces E-selectin expression in human endothelial cells; activation, % at 7.58 µM; 260,000 tested, 0.37% active; P16581; HUVEC E-selectin immunofluorescence imaging; normalized: neutral wells 0, TNF-alpha wells 100;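 active = mean E-selectin-positive cell signal at least 10% of the positive control, reached in at least 60% of replicates, without over 20% cell loss; inconclusive = no rule given, readout overlaps actives, possibly toxicity-flagged; inactive = the rest, including those meeting only one limit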;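 note: in these data hits start at about 27%; measured in HUVEC primary endothelial cells; signal is the percent of cells scored E-selectin positive by PE staining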
Target sequence (P16581 whole entry, looked up): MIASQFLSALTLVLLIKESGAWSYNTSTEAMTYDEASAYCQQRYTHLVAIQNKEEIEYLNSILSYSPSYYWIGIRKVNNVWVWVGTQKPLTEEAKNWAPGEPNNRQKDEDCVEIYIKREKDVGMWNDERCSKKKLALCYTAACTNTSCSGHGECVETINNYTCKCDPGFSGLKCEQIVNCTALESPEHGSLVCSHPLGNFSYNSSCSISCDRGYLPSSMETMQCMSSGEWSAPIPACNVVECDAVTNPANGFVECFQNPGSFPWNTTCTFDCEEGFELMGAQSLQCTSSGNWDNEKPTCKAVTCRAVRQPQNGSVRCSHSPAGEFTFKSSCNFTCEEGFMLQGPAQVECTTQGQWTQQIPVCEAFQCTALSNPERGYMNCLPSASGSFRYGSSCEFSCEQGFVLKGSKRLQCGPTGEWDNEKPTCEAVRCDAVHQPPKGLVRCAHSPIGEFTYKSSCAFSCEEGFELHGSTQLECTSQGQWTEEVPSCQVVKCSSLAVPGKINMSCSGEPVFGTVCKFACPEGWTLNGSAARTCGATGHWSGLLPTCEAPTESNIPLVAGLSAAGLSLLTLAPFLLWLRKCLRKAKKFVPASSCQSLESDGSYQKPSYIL
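System: HUVEC, human umbilical vein endothelial cells; quantity: 3,000 cells/well; buffer or medium: EGM-2 medium, gelatin-coated wells; dosing: single-point compound dose; detection: immunofluorescence imaging; evaluation: % PE-positive cells; benchmarks: TNF-alpha, DMSO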
ERp5 block: inhibitors of human ERp5; 350,000 tested, 0.05% active; Q15084; inhibition, % at 9.99 µM; ERp5 insulin aggregation, absorbance 650 nm, 90 min;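 active = mean replicate inhibition above about 25%, with every replicate also reaching it, limit read from the data, passing the limit was not always enough; inconclusive = only one of those two criteria met; inactive = neither criterion met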
Target sequence (Q15084 whole entry, looked up): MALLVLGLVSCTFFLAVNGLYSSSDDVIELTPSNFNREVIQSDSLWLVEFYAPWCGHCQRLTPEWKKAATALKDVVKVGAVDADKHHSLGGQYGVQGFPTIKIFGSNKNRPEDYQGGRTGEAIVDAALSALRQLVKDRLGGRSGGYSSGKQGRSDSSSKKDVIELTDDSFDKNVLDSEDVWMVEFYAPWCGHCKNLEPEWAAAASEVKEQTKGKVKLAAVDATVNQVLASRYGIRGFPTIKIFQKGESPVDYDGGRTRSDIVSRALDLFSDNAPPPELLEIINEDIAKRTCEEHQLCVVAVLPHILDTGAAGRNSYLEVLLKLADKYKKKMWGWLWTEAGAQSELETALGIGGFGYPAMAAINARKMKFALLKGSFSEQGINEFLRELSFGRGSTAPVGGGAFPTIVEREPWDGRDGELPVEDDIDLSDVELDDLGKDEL
S100A4 MyoIIA: blocks human S100A4 binding to myosin IIA peptide; P26447; S100A4/TAMRA-MyoIIA peptide fluorescence polarization; inhibition, % at 10.7 µM; 360,000 tested, 0.14% active; AID 652163;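 active = mean inhibition of at least 70% across replicates, with every replicate also reaching that level; inconclusive = mean inhibition reaches 70% but some replicates fall short; inactive = mean inhibition below 70%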
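Assay system: human S100A4 monomer with TAMRA-labelled myosin IIA peptide / Buffer or medium: Calcium-containing HEPES buffer, pH 7.2 / Reagent: TAMRA-labelled myosin IIA heavy-chain peptide probe, 5 nM / Compound: one dose per compound / Timing: polarization read 5 min after assay mix addition, stable 5–60 min / Benchmarks: neutral control DMSO, positive control TFP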
* hit, by the source's call; ? = inconclusive; / = no result given.

SMILES	ERAP1 inh	esBAF inh	RAD54 inh	Xi reactivation	RAD52 anneal inh	E-selectin induc	ERp5 block	S100A4 MyoIIA
CO[C@H]1CC[C@H]2CCN(C)C(=O)CC3(CCCCC3)CN(C)C(=O)c3cccc(C#N)c3OC[C@H]1O2	0.1	-0.9	4.5	0.0	3.7	0.1	2.3	-7.5
O=C(N/N=C\c1cccnc1)c1cc(-c2ccc(Cl)s2)[nH]n1	0.7	/	/	0.2	-15.4	21.0	-2.1	-0.5
C[C@H](CO)N1C[C@H](C)[C@@H](CN(C)Cc2ccc(-c3ccccc3)cc2)Oc2ccc(NC(=O)NC3CCCCC3)cc2C1=O	-1.0	2.8	2.4	0.1	88.6*	-1.1	6.5	-35.7
CNC(=O)C[C@H]1CC[C@@H]2[C@H](COc3ccc(NS(=O)(=O)c4cccc(F)c4)cc3C(=O)N2C)O1	4.0	4.0	-8.5	0.4	-2.4	0.1	3.1	8.7
CCNS(=O)(=O)c1ccc(Br)c(OC)c1	0.7	-9.9	-15.5	/	-1.6	/	6.5	6.7
COc1ccc(N2CCN(C(=O)Cn3cnc4sc(C)c(S(=O)(=O)N5CCOCC5)c4c3=O)CC2)cc1	0.8	-4.0	2.1	0.0	-3.4	/	-2.4	-11.0
CCC(=O)N1C[C@@H](C)[C@@H](OC)CN(C)C(=O)c2cc(NC(=O)c3ccccc3)ccc2OC[C@H]1C	0.3	-2.6	-0.7	0.1	-6.2	-0.1	1.0	-8.9
CN1C(=O)C(=O)N(c2cccc(C(F)(F)F)c2)C1=O	-0.3	/	/	0.3	-11.5	/	-1.9	3.0
COc1ccc(-c2nnc(SCC(=O)N(C)C3CCS(=O)(=O)C3)n2N)cc1OC (stereo unspecified)	-1.7	/	/	0.2	-1.8	/	1.9	-0.2
O=C1C(=O)N(CCCn2ccnc2)C(c2ccc([N+](=O)[O-])cc2)/C1=C(\O)c1ccc2c(c1)OCCO2 (stereo unspecified)	5.6	-3.5	6.9	-0.1	-7.9	-2.3	1.0	3.2
COC(=O)[C@]12C[C@H](CC(=O)N3CCSCC3)C(=O)N(Cc3ccc4c(c3)OCO4)C1=C[C@H](C(C)(C)C)O[C@@H]2C	5.1	/	/	0.1	9.0	0.1	1.4	-9.8
Cc1cc(OC(C)C(=O)NCc2cccnc2)c2c(C)cc(=O)oc2c1 (stereo unspecified)	0.2	-6.2	8.0	0.0	-11.0	3.9	9.1	-4.5

Next section, overlapping the part above by five compounds.
SMILES	ERAP1 inh	esBAF inh	RAD54 inh	Xi reactivation	RAD52 anneal inh	E-selectin induc	ERp5 block	S100A4 MyoIIA
CN1C(=O)C(=O)N(c2cccc(C(F)(F)F)c2)C1=O	-0.3	/	/	0.3	-11.5	/	-1.9	3.0
COc1ccc(-c2nnc(SCC(=O)N(C)C3CCS(=O)(=O)C3)n2N)cc1OC (stereo unspecified)	-1.7	/	/	0.2	-1.8	/	1.9	-0.2
O=C1C(=O)N(CCCn2ccnc2)C(c2ccc([N+](=O)[O-])cc2)/C1=C(\O)c1ccc2c(c1)OCCO2 (stereo unspecified)	5.6	-3.5	6.9	-0.1	-7.9	-2.3	1.0	3.2
COC(=O)[C@]12C[C@H](CC(=O)N3CCSCC3)C(=O)N(Cc3ccc4c(c3)OCO4)C1=C[C@H](C(C)(C)C)O[C@@H]2C	5.1	/	/	0.1	9.0	0.1	1.4	-9.8
Cc1cc(OC(C)C(=O)NCc2cccnc2)c2c(C)cc(=O)oc2c1 (stereo unspecified)	0.2	-6.2	8.0	0.0	-11.0	3.9	9.1	-4.5
COc1cccc(-c2ccc([C@H]3[C@H](CO)N4CCCCN(S(=O)(=O)c5cccs5)C[C@@H]34)cc2)c1	2.4	-9.0	-6.3	0.2	46.5	-0.1	-2.6	-1.4
NC(=O)/C(=C/c1ccco1)C(N)=S	1.8	/	/	0.0	-52.9	0.0	3.4	-2.6
CCS(=O)(=O)Nc1ccc2c(c1)C(=O)N(C)C[C@H](OC)[C@H](C)CN(C(=O)c1ccc3c(c1)OCO3)[C@@H](C)CO2	1.7	-2.5	7.1	0.4	-13.6	0.3	4.8	-2.6
O=C(C[C@H]1CC[C@H]2[C@@H](COC[C@@H](O)CN2C(=O)Nc2ccc(Cl)cc2)O1)NCCc1ccncc1	-0.8	21.7	-0.1	-0.1	-5.0	0.1	1.9	-4.6
CCOC(=O)Nc1ccc2c(c1)Cc1cc([N+](=O)[O-])ccc1-2	0.1	74.6*	/	0.1	-64.2	/	-11.4	-4.1
C[C@@H]1CCCCO[C@H](CN(C)C(=O)NC2CCCCC2)[C@H](C)CN([C@H](C)CO)C(=O)c2cc(NC(=O)c3ccccc3)ccc2O1	/	-3.1	8.7	0.1	/	-0.2	/	/
CCC(=O)N1C[C@H](C)[C@@H](OC)CN(C)C(=O)c2ccc(NC(=O)c3ccc(F)cc3)cc2OC[C@@H]1C	3.0	/	/	0.2	-13.5	0.1	2.1	4.7
COc1ccc(-c2nc(NC(=O)C3CC(=O)N(Cc4ccco4)C3)sc2C)cc1 (stereo unspecified)	3.4	-9.3	-1.6	-0.1	2.1	0.1	-1.1	1.0
C[C@H]1CN([C@@H](C)CO)S(=O)(=O)c2ccc(-c3cccnc3)cc2O[C@@H]1CN(C)C(=O)CN(C)C	-1.3	-5.5	-0.4	-1.0	-4.8	-0.1	-6.2	3.4
Cc1nc(Cc2nnc(SCC(=O)N3CC(=O)Nc4ccccc43)o2)cs1	0.5	-5.3	/	0.1	-0.5	/	2.4	-0.3
O=C(NCCc1ccco1)C(=O)NCC1OCCCN1S(=O)(=O)c1ccc(F)cc1 (stereo unspecified)	1.2	-5.8	3.1	0.1	9.4	0.9	2.4	13.8
CO[C@@H](CN(C)S(=O)(=O)c1ccc(Cl)cc1)[C@H](C)CN([C@@H](C)CO)S(=O)(=O)c1cccc(Cl)c1	-4.6	3.7	-2.2	0.6	8.1	0.2	3.2	0.2
Cc1c(Cl)c(=O)oc2cc(OCC(=O)NCc3cccs3)ccc12	0.9	/	/	0.0	-1.7	/	-4.5	-2.4
CCOC(=O)c1sc(NC(=O)CS(=O)(=O)c2ccc(C)cc2)nc1C	-2.2	-7.2	-13.9	0.3	-5.0	/	2.7	-6.1
CCC(=O)Nc1ccc2c(c1)C(=O)N(C)C[C@H](OC)[C@H](C)CN(C(=O)Cc1cccnc1)[C@H](C)CO2	-1.3	-2.6	-6.4	0.4	-10.8	-0.1	6.5	-13.6
COc1cccc(S(=O)(=O)Nc2ccc3c(c2)[C@@H]2C[C@H](CC(=O)NCc4cccc(F)c4)O[C@@H](CO)[C@@H]2O3)c1	0.1	-7.6	-6.3	0.2	-7.8	-0.4	-9.0	-0.5
O=C(CN1CCOCC1)N1[C@@H](CO)[C@@H]2c3ccccc3NC[C@@H]21	-2.1	1.9	-2.2	0.0	-0.9	0.1	-1.3	64.8
O=C1Nc2ccccc2/C1=C/c1cnc(-c2ccccc2)[nH]1	3.5	?	5.9	8.8	-363.9	2.1	2.0	16.0
O=C(NCc1ccco1)C(c1ccccc1)N(C(=O)Cc1cccs1)c1cccnc1 (stereo unspecified)	1.9	-2.4	/	0.0	2.8	/	-2.1	41.3
Cc1ccc(C(=O)N2CCN(c3ccc(NC(=S)NC(=O)c4cccs4)cc3)CC2)cc1	13.8	6.6	3.7	0.0	-28.5	/	-18.4	-4.0
O=C(Cc1ccccc1)N1CC(=O)N2[C@H](CO)[C@@H](c3ccc(C4=CCCC4)cc3)[C@@H]2C1	1.6	/	/	0.3	-29.9	-0.2	5.3	-9.1
FC(F)(F)COc1ccc(-n2ccnc2)nn1	4.1	/	/	0.0	-8.6	0.8	2.7	-8.6
O=C(COc1ccc([N+](=O)[O-])cc1)Nc1cc(C(=O)O)cc(C(=O)O)c1	0.1	-6.0	5.7	0.0	-25.7	/	-3.5	-2.7
COC(=O)c1ccc(NC(=O)CSC2=NC(=O)C(c3ccccc3)C(=O)N2)cc1 (stereo unspecified)	/	4.1	-10.0	-0.1	/	-0.7	/	/
COc1cccc(C(=O)Nc2nnc(S(=O)(=O)N(C)Cc3ccccc3)s2)c1	1.8	-3.4	-13.6	0.0	-11.6	/	4.5	4.6
C[C@@H]1CCCCO[C@H](CN(C)C(=O)Nc2ccc(F)cc2)[C@H](C)CN([C@@H](C)CO)C(=O)c2cc(NC(=O)Nc3ccccc3)ccc2O1	-2.1	-0.2	-3.3	0.3	11.5	-0.3	-4.2	-2.1
O=C(Nc1ccc(-c2cn3ccccc3n2)cc1)c1ccco1	-2.9	8.4	1.1	0.1	-17.4	/	3.8	-0.7
CCn1c(=O)c(C(=O)NCc2ccc(F)cc2)c(O)c2ccccc21	-2.2	-1.6	4.4	0.1	-12.1	/	2.6	-2.9
O=CN1CCN(C(=O)c2cccc3c2-c2ccccc2C3=O)CC1	-1.8	-7.2	-1.6	0.0	-10.4	0.3	1.8	-3.5
CN(C)C(=O)C[C@@H]1CC[C@@H]2[C@H](COC[C@@H](O)CN2CC2CCCCC2)O1	1.5	0.2	5.9	0.1	-9.4	0.0	-1.1	7.2
C[C@@H]1CN([C@@H](C)CO)C(=O)c2cccc(NC(=O)c3ccc(-c4nccs4)cc3)c2O[C@H]1CN(C)Cc1ccc2c(c1)OCO2	1.7	12.2	-21.5	-0.1	-14.7	-1.4	-5.4	-0.4
C[C@@H]1CN([C@H](C)CO)C(=O)c2cc(C#Cc3ccc(F)cc3)cnc2O[C@H]1CN(C)C(=O)c1ccccc1F	-3.8	-3.1	-4.4	-0.2	6.0	0.1	1.6	17.4
C[C@@H]1CN([C@H](C)CO)C(=O)c2cc(NC(=O)Nc3cccc4ccccc34)ccc2O[C@@H]1CN(C)Cc1ccccc1	0.1	0.4	1.4	0.4	2.7	0.1	0.4	5.1
COc1cccc(CC(=O)Nc2ccc(S(=O)(=O)N3CCOCC3)cc2)c1	-0.5	-8.8	3.2	0.0	-12.7	0.2	3.0	-3.6
Cc1ccccc1-c1ccc([C@H]2[C@@H](CO)N3CCCCN(CC4CC4)C[C@H]23)cc1	-3.1	-11.2	2.7	0.0	-12.6	-0.3	-5.1	5.1
C[C@@H]1CCCCO[C@H](CN(C)Cc2ccncc2)[C@@H](C)CN([C@@H](C)CO)C(=O)c2cc(NS(=O)(=O)c3cn(C)cn3)ccc2O1	-0.6	2.1	4.0	-0.1	-7.4	0.1	-0.3	26.1

With a hit mark in esBAF inh, of those listed so far:
canonical_smiles | ERAP1 inh | esBAF inh | RAD52 anneal inh | ERp5 block | S100A4 MyoIIA
CCOC(=O)Nc1ccc2c(c1)Cc1cc([N+](=O)[O-])ccc1-2 | 0.1 | 74.6* | -64.2 | -11.4 | -4.1
